Compound activity (PubChem BioAssay)
TEAD-YAP block: TEAD-YAP interaction inhibition; HEK-TIYL cells, TEAD-Gal4/YAP UAS-luciferase luminescence; inhibition, % at 9.12 µM; hit rate 1.4% among 640,000; in the data active = inhibition above about 32%;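 also: 0% = median of test compound wells and 100% = reference inhibitor wells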
MITF primary: blocks human microphthalmia-associated transcription factor. AlphaScreen MITF homodimerization, bead proximity signal. inhibition, % at 2.6 µM. hit rate 0.91% among 650,000. O75030; in the data active = inhibition above about 50%;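 also: 0% = vehicle wells with protein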
Target sequence (O75030 whole entry, looked up): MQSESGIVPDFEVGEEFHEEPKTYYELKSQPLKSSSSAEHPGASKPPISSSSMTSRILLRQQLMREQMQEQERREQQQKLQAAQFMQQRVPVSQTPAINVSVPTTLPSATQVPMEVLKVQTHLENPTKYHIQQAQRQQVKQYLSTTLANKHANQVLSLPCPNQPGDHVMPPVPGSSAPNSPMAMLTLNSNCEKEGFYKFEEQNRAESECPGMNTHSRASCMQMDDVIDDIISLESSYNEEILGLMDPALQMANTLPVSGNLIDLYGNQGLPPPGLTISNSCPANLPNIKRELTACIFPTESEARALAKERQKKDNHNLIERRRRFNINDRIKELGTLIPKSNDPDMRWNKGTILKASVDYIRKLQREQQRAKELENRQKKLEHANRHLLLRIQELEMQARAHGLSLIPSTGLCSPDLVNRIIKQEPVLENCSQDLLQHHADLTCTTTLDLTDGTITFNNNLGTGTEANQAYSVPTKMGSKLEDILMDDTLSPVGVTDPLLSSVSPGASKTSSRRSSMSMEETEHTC
GPR151 ag: activates the human receptor GPR151. Q8TDV0. PathHunter beta-arrestin GPR151 cells, luminescence. activation, % at 11.2 µM. hit rate 1% among 650,000. AID 1508602; in the data active = activation above about 4.9%;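 also: 0% = median of compound wells and 100% = cells with positive control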
Target sequence (Q8TDV0 whole entry, looked up): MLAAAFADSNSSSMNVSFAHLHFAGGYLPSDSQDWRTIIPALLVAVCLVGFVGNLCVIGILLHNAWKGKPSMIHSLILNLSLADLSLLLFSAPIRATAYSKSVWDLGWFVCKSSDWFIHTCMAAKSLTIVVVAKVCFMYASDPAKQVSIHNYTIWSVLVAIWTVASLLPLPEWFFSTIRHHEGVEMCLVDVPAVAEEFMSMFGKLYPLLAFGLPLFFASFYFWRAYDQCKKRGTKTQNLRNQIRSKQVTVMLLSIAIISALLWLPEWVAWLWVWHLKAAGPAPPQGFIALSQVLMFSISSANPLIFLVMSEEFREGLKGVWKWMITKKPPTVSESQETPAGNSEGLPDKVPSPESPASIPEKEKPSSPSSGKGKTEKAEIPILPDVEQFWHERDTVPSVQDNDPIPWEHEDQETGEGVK
FBW7 activator: human FBW7 E3 ligase activation, primary screen; normalized activity (activation), % at 26.1 µM; Q969H0; AID 1259310; hit rate 0.13% among 650,000; AlphaScreen FBW7–phospho-cyclin E peptide binding, activator screen; in the data active = normalized activity above about 1.9%;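 also: purified mutant Fbw7 with reduced substrate affinity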
* = called active by the depositor; & = joins results of further samples.

The first two compounds (preview)
SMILES	TEAD-YAP block	MITF primary	GPR151 ag	FBW7 activator
CC1=C(C(=O)OC2CCCC2)C(c2cccc(I)c2)C2=C(CC(C)(C)CC2=O)N1 (stereo not given)	-0.3	2.0	-1.3	0.2
Cc1cc(C)n2c(SCC(=O)NCc3ccc(F)cc3)nnc2n1	-5.2	2.8	1.6	0.0

All compounds of this part, repeating the preview:
SMILES	TEAD-YAP block	MITF primary	GPR151 ag	FBW7 activator
CC1=C(C(=O)OC2CCCC2)C(c2cccc(I)c2)C2=C(CC(C)(C)CC2=O)N1 (stereo not given)	-0.3	2.0	-1.3	0.2
Cc1cc(C)n2c(SCC(=O)NCc3ccc(F)cc3)nnc2n1	-5.2	2.8	1.6	0.0
COCCNC(=O)Cn1nc(-c2ccc3c(c2)OCCO3)ccc1=O	-6.0	-14.5	-0.7	-0.1
CC1CCN(c2nc3c(c(=O)n(C)c(=O)n3C)n2Cc2ccccc2F)CC1	-7.4	-8.6	-1.0	-0.1
Cc1c(NC(=O)C(C)OC(=O)c2cccc([N+](=O)[O-])c2)c(=O)n(-c2ccccc2)n1C (stereo not given)	4.1	-7.2	0.7	0.0
CCCOc1ccc(C(=O)Nc2cccc(-c3nc4ccccc4o3)c2)cc1	2.3	3.5	-0.4	0.3
Cc1nc(NCCNC(=O)C(C)C)cc(N2CCCC2)n1	4.8	-1.9	0.4	0.0
CC(C)c1ccc2oc(-c3ccc(NC(=O)c4ccco4)cc3)nc2c1	3.6	-4.1	-2.0	-0.2
O=C(CCC(=O)Nc1ccc(F)cc1)N/N=C/c1ccccc1O	8.5	12.1	2.7	0.1
O=C(O)c1cccc(NS(=O)(=O)c2csc(C(=O)Nc3ccccc3)c2)c1	10.6	-2.0	-0.9	-0.1

A draw from above in order of heavy-atom count, high to low:
SMILES	TEAD-YAP block	MITF primary	GPR151 ag	FBW7 activator
Cc1c(NC(=O)C(C)OC(=O)c2cccc([N+](=O)[O-])c2)c(=O)n(-c2ccccc2)n1C (stereo not given)	4.1	-7.2	0.7	0.0
O=C(O)c1cccc(NS(=O)(=O)c2csc(C(=O)Nc3ccccc3)c2)c1	10.6	-2.0	-0.9	-0.1
CC(C)c1ccc2oc(-c3ccc(NC(=O)c4ccco4)cc3)nc2c1	3.6	-4.1	-2.0	-0.2
O=C(CCC(=O)Nc1ccc(F)cc1)N/N=C/c1ccccc1O	8.5	12.1	2.7	0.1

Continuation:
SMILES	TEAD-YAP block	MITF primary	GPR151 ag	FBW7 activator
CC(C)N(CCNc1ncnc2c1nc(Nc1ccccc1)n2C(C)C)C(C)C	1.0	6.7	-1.6	-0.1
CCCn1c(=O)c2cc(F)ccc2n2c(SCC(=O)N3CCN(c4ccccc4F)CC3)nnc12	4.0	10.4	-0.6	0.0
COC(=O)c1cnn2c(C)c(Cc3cc(C)ccc3C)c(C)nc12	-0.8	5.6	0.9	-0.1
COc1ccc(C(=O)NC(=S)Nc2ccc(S(N)(=O)=O)cc2)cc1OC	-9.4	-2.4	-0.6	0.0
Cc1cc2ccccn2c1C(=O)c1cccc(S(=O)(=O)N2CCCC2)c1	8.8	-0.2	2.6	0.1
O=C(Nc1ccc(F)cc1F)c1cc(-c2ccccc2O)on1	-51.0	6.6	0.2	0.0
O=C(Cc1ccccc1)OCc1csc(-c2ccccc2)n1	-21.8	18.9	-5.2	1.4
Cc1c(CNCc2cccc(Br)c2)c(C(=O)O)c(C)n1Cc1ccccc1	9.1	32.6	-0.3	0.1
CCn1cc(/C=C2\SC(=O)N(C)C2=O)c2ccccc21	-0.7	-0.7	-0.2	-0.1
Cc1ccc(NS(=O)(=O)c2ccc(Cl)c(N)c2)cc1Cl	5.5	10.3	-1.9	0.3
O=C(CCc1nc2cccnc2n1Cc1cccs1)NCCc1cccs1	-16.9	-1.4	0.3	-0.2
CCCCCCOC(=O)C1=C(C)NC(=O)NC1c1ccc(F)cc1 (stereo not given)	0.0	8.9	-0.7	0.1
Cc1cc(C)cc(NC(=O)CSc2ccccn2)c1	-2.4	12.3	-0.3	0.5
COc1ccc(-n2nc3c(c2NC(=O)C(C)(C)C)CSC3)cc1	-9.7	0.0	2.5	-0.2
Cc1cc(C)c(S(=O)(=O)N2CCN(C)CC2)cc1Br	0.0	1.5	-0.5	0.1
COc1ccc(-c2c(C)c3cc(OC(C)=O)ccc3oc2=O)cc1OC	4.8	-7.2	0.2	0.5
O=C(Cn1c(C2CC2)nc2c(cnn2-c2ccccc2)c1=O)Nc1ccccc1F	5.4	-16.8	0.5	0.0
O=C(Nc1cccc(NC(=O)c2cc([N+](=O)[O-])ccc2Cl)c1)c1ccccc1Cl	11.9	1.3	1.6	-0.3
CN(c1ccccc1)c1nc(N2CCCC2)nc(-n2ccnc2)n1	6.8	11.4	1.9	-0.1
Cc1sc(NC(=O)c2cccc([N+](=O)[O-])c2C)c(C(N)=O)c1C	1.4	8.2	1.6	-0.1

Just FBW7 activator and TEAD-YAP block, for some of the entries so far:
Structure,FBW7 activator,TEAD-YAP block
Cc1ccc(NS(=O)(=O)c2ccc(Cl)c(N)c2)cc1Cl,0.3,5.5
O=C(CCc1nc2cccnc2n1Cc1cccs1)NCCc1cccs1,-0.2,-16.9
CCCCCCOC(=O)C1=C(C)NC(=O)NC1c1ccc(F)cc1 (stereo not given),0.1,0.0
Cc1cc(C)cc(NC(=O)CSc2ccccn2)c1,0.5,-2.4
COc1ccc(-n2nc3c(c2NC(=O)C(C)(C)C)CSC3)cc1,-0.2,-9.7

(next part)
SMILES	TEAD-YAP block	MITF primary	GPR151 ag	FBW7 activator
O=C(NCC1CN(c2ccc(Cl)cc2)C(=O)O1)c1cc(=O)c2ccccc2o1 (stereo not given)	4.6	-8.9	-0.1	-0.1
N#Cc1c(/N=C/c2ccc([N+](=O)[O-])o2)sc2c1CCCC2	1.0	23.8	-0.1	0.0
CCn1nc(C(=O)N(CCCN(C)C)c2nc3c(C)ccc(Cl)c3s2)cc1C	-6.5	4.5	2.9	-0.1
COC(=O)c1ccc(N2C(=O)c3cc4ccccc4cc3C2=O)cc1	4.3	-2.5	0.8	0.1
CN(C)c1cc(-n2nc(-c3ccccc3)cc2-c2ccccc2)ncn1	-1.6	3.2	0.8	0.0
CCOC(=O)c1cnn2c(C(F)(F)F)c3c(nc12)-c1ccccc1CC3	-0.7	17.3	-2.1	1.1
O=C(CCN1C(=O)c2ccc([N+](=O)[O-])cc2C1=O)Nc1nccs1	4.4	1.6	0.4	0.1
O=C(NCc1ccccc1)c1cccc(Nc2cccnc2)c1	-6.9	3.4	-1.0	0.3
OC1(c2ccc3c(c2)CN(C2CCSC2)CCO3)CCN(c2ccccc2F)CC1 (stereo not given)	6.0	5.1	0.2	-0.1
CC1=NN(C(=O)Nc2ccccc2)C(O)(c2ccccc2)C1 (stereo not given)	-10.5	-5.3	-1.6	-0.1
CCOc1ccc(C(=O)Nc2ccc(NC(=O)c3cccs3)c(OC)c2)cc1[N+](=O)[O-]	-1.2	5.7	1.0	-0.2
CC1=C(C(=O)Nc2ccccc2C)C(c2ccc(N(C)C)cc2)NC(=O)N1 (stereo not given)	-3.7	9.8	-0.7	-0.1
Cc1ccc2[nH]c(=O)c(CN(CCO)Cc3nnnn3CCc3ccccc3)cc2c1	2.5	6.1	1.7	0.2
O=C(CN1CCC(n2cnc3cccnc32)CC1)NCc1ccccc1	7.8	8.4	-0.7	0.4
CC(C)CC1=NN2C(=N)/C(=C/c3cn(Cc4ccccc4)c4ccccc34)C(=O)N=C2S1	-7.7	14.2	2.4	0.0
Cc1ccc(-n2cc(-c3ccccc3)c3c(NC4CCCCCC4)ncnc32)cc1	-3.5	14.5	-1.5	0.2
COc1ccc(-c2ccnc3nc(N)nn23)cc1	-30.9	-1.1	-5.2	-0.1
COc1ccc2c(c1)C(C)(c1sccc1C)C(=O)N2 (stereo not given)	2.9	1.2	1.3	0.0
COc1cc(NC(=O)c2ccccc2)ccc1NC(=O)c1cc2ccccc2o1	2.4	9.6	-0.9	0.6
CN1CCCC(C(=O)C(C#N)c2ccccc2)C1 (stereo not given)	0.6	14.2	-0.5	-0.1
NC(=O)CSC(c1ccccc1)(c1ccccc1)c1ccccc1	0.1	-4.5	0.7	0.1
COc1ccccc1-c1nnc(SCC(N)=O)n1N	2.6	6.0	-0.3	0.1
O=C(CN1CCCCC1)Nc1nnc(SCC(=O)N2c3ccccc3Sc3ccccc32)s1	1.0	-3.0	0.6	-0.2
CC(C)CC1=NN2C(=N)/C(=C/c3ccc(Cl)cc3)C(=O)N=C2S1	14.0	-9.9	1.8	0.0
CCCCn1c(SCC(=O)N2CCc3ccccc32)nnc1-c1ccncc1	3.6	-3.5	0.3	-0.1
CC1=C(C(=O)NCCCN(C)Cc2ccccc2)C2(CCCCC2)OC1=O	4.8	-36.1	-0.3	-0.1
Cc1[nH]ncc1-c1cc(F)cc(-c2ccnc(Nc3ccc(-n4cnc(N5CCOCC5)n4)cc3)n2)c1	-11.3	27.8	-1.1	0.9
CCOc1ccc2nc(SC3CC(=O)N(c4cc(OC)ccc4OC)C3=O)sc2c1 (stereo not given)	-26.1	-0.7	1.2	-0.1
CCOc1ccc(S(=O)(=O)Nc2ccc(S(N)(=O)=O)cc2)cc1	5.3	-1.4	0.3	0.1
COc1ccc2nc(N3C(=O)C(O)=C(C(=O)c4ccco4)C3c3ccc(C)o3)sc2c1 (stereo not given)	-5.9	29.4	-1.3	0.1
O=C(CCC1(C(=O)NCc2ccccc2)CCC(=O)NC1)NCc1ccccc1 (stereo not given)	7.5	5.1	0.4	0.0
CC12CC(NC(=O)N1c1ccccc1F)c1cc(Br)ccc1O2 (stereo not given)	2.8	22.2	0.0	0.9
O=C(NCc1cccnc1)C(C(=O)c1ccc(F)cc1)n1ccccc1=O (stereo not given)	2.0	10.8	0.1	-0.1
Cc1cccc(OCC(=O)Nc2ccc(S(=O)(=O)N3CCCCCC3)cc2)c1	4.5	0.9	-0.3	0.0
COc1ccc2cc(S(=O)(=O)n3nc(C)cc3C)ccc2c1	-2.5	2.7	0.0	0.2
Cc1ccc(C2=NS(=O)(=O)N(C)C(C(=O)N3CCCCC3)=C2)cc1	-2.6	-5.6	2.0	0.0
COc1ccc(C(=O)/C=C(\C)Nc2cccc(F)c2)cc1	-1.6	-4.8	-0.9	0.1
COC(=O)c1ccc(NC(=O)/C(=C\c2ccc(F)cc2)NC(=O)c2ccco2)cc1	-9.1	10.5	1.5	0.0
Cc1ccc(-n2ncc3c(-n4nc(C)cc4NC(=O)c4ccc(Br)o4)ncnc32)c(C)c1	-6.6	-0.1	-0.9	0.1
CCN(CCCNC(=O)c1nn(-c2ccc(OC)cc2)c(=O)c2ccccc12)Cc1ccccc1	-6.3	8.1	-1.7	-0.1
COc1ccc(/C=C2\SC(N3CCN(C)CC3)=NC2=O)cc1OC	-4.4	4.0	0.3	-0.1
Cc1cc(OCC(=O)N(C(C)C)C(C)C)ccc1Cl	7.7	3.3	0.0	-0.1
CCCCC1CCC(C(=O)Oc2ccc(NC(C)=O)cc2)CC1 (stereo not given)	-2.4	17.2	-0.2	0.0
CCC(C)NC(=O)c1ccccc1Oc1nc(OC)cc(OC)n1 (stereo not given)	-6.6	-6.3	2.9	0.0
Cc1c(CN2CCCC(N3CCC(CO)CC3)C2)c(=O)n(-c2ccccc2)n1C (stereo not given)	-4.2	-2.2	-1.5	0.1
CCN(CC)c1ccc(/C=N/N=C(\N)c2nonc2N)c(O)c1	-78.9	-7.1	-3.2	0.0
C=CCNC(=O)CCCn1c(=S)[nH]c2ccc(Br)cc2c1=O	3.4	12.5	-0.1	0.1
Cc1nn(C)cc1S(=O)(=O)Nc1ccccc1F	2.2	0.7	-1.0	0.0
CCC(CC)=NNC(=O)CNC(=O)c1ccccc1	0.0	-4.1	0.1	0.0
COC(=O)[C@H]1CCc2ccccc2N1C(=O)C1CCCC1	0.2	2.6	0.2	-0.2

(list continues)
SMILES	TEAD-YAP block	MITF primary	GPR151 ag	FBW7 activator
CC(=O)Nc1ccc(NC(=S)NC(=O)c2ccccc2F)cc1	-18.9	-3.5	-0.2	0.7
N#C/C(=C\c1ccc(OCC(=O)Nc2ccccc2)cc1)C(=O)NCc1cccnc1	3.8	-2.3	0.0	0.2
CCc1ccc(N2CCN(S(=O)(=O)c3cc(OC)ccc3OC)CC2)cc1	3.1	0.0	0.7	0.1
Cc1cc(Cl)ccc1C(=O)C1CCCN(C(=O)c2cccnc2C)C1 (stereo not given)	-15.0	3.8	-0.4	-0.1
COc1ccc(NC(=O)c2cc(C(C)C)n(-c3nc4ccccc4s3)n2)c(OC)c1	63.5*	-5.0	-1.6	0.1
COc1ccccc1N=c1scc(-c2ccc(S(=O)(=O)N3CCOCC3)cc2)n1C	4.8	26.0	-1.0	0.1
CC(C)Nc1nc(NC(C)C)nc(N(C#N)COCCCl)n1	-11.5	10.4	-1.1	0.1
O=C(CN1C(=O)/C(=C2\SC(N3CCOCC3)=NC2=O)c2ccccc21)Nc1cccc(Cl)c1	-10.4	0.4	1.2	-0.1
O=C(O)CCN1C(=O)c2ccc(NC(=O)c3ccc(Cl)cc3Cl)cc2C1=O	1.2	14.8	-1.2	0.0
CCOc1ccc2nc(SCC(=O)NCc3cccs3)c(C#N)cc2c1	-10.1	-0.3	1.5	-0.1
CC(=O)/C=C(\C)Nc1ccccc1S	-6.2	0.1	0.1	0.1
CCN(CC)c1nc(NC2CC2)nc(N2CCc3ccccc3C2)n1	15.6	0.2	3.8	-0.1
CCN(CC)CCOc1ccc2c(c1)C(=O)c1cc(OCCN(CC)CC)ccc1-2	49.6*	8.2	14.9*	0.3
CCOc1ccc2nc(SC3CC(=O)N(c4cccc(C)c4)C3=O)sc2c1 (stereo not given)	-5.8	-0.6	1.5	0.0
CNc1ccccc1C(=O)N/C(N)=N/c1nc(C)c2cccc(C)c2n1	4.4&9.0	4.1&1.4	0.3&2.8	0.7&-0.2
